High-throughput results deposited in PubChem BioAssay by National Center for Advancing Translational Sciences (NCATS).
15-hLO inh = blocks human 15-lipoxygenase activity. P16050. purified 15hLO-1, xylenol orange hydroperoxide absorbance. Potency, µM (series often up to 57.1 µM), without a hit: at the highest dose activity change, negative = inhibition, hits mostly inhibitors. 74,000 tested, 1.4% active; further: potency means the concentration at half of the fitted maximal effect; on the % scale 0 is the no-effect control and ±100 the full control effect; nearly all actives have a fitted effect of over 55% in size
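Purified human 15hLO-1 (40 nM) in 25 mM Hepes pH 7.5, 0.01% Triton X-100, preincubated 15 min RT with compound, then 50 uM arachidonic acid for 6 min. Hydroperoxide read by ferrous/xylenol orange, 30 min; 573/405 nm absorbance ratio gave progress.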
HBB splicing = modulators of hemoglobin beta chain splicing; AID 925; 65,000 tested, 0.06% active; Potency, µM (highest dose often 46.1 µM), inactives show at the highest dose activation, most hits filed as activators; HBB splicing reporter cell assay, activation; EGFP reporter with mutant IVS2-654 intron; response scale: normalised to 500 nM splice-correcting PNA; further: potency means the concentration at half of the fitted maximal effect; 0% is about no effect
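HeLa cells stably expressing EGFP interrupted by mutant beta-globin intron 2 (IVS2-654), 500/well in 2% FCS. Treated with compound for 2 days at 37C. Splicing correction scored as total well GFP intensity (488 nm excitation, 500-520 nm emission); 500 nM antisense PNA served as control.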
BRCT inh red = BRCT-phosphoprotein interaction inhibition (red fluorophore); P38398; BRCT-phosphopeptide binding, red fluorescence polarization; Potency, µM (series often up to 76.9 µM), inactives show at the highest dose activity change, negative = inhibition, actives largely listed as inhibitors; 75,000 tested, 0.03% active; further: on the % scale 0 is the no-effect control and ±100 the full control effect
Target sequence (P38398 whole entry, looked up): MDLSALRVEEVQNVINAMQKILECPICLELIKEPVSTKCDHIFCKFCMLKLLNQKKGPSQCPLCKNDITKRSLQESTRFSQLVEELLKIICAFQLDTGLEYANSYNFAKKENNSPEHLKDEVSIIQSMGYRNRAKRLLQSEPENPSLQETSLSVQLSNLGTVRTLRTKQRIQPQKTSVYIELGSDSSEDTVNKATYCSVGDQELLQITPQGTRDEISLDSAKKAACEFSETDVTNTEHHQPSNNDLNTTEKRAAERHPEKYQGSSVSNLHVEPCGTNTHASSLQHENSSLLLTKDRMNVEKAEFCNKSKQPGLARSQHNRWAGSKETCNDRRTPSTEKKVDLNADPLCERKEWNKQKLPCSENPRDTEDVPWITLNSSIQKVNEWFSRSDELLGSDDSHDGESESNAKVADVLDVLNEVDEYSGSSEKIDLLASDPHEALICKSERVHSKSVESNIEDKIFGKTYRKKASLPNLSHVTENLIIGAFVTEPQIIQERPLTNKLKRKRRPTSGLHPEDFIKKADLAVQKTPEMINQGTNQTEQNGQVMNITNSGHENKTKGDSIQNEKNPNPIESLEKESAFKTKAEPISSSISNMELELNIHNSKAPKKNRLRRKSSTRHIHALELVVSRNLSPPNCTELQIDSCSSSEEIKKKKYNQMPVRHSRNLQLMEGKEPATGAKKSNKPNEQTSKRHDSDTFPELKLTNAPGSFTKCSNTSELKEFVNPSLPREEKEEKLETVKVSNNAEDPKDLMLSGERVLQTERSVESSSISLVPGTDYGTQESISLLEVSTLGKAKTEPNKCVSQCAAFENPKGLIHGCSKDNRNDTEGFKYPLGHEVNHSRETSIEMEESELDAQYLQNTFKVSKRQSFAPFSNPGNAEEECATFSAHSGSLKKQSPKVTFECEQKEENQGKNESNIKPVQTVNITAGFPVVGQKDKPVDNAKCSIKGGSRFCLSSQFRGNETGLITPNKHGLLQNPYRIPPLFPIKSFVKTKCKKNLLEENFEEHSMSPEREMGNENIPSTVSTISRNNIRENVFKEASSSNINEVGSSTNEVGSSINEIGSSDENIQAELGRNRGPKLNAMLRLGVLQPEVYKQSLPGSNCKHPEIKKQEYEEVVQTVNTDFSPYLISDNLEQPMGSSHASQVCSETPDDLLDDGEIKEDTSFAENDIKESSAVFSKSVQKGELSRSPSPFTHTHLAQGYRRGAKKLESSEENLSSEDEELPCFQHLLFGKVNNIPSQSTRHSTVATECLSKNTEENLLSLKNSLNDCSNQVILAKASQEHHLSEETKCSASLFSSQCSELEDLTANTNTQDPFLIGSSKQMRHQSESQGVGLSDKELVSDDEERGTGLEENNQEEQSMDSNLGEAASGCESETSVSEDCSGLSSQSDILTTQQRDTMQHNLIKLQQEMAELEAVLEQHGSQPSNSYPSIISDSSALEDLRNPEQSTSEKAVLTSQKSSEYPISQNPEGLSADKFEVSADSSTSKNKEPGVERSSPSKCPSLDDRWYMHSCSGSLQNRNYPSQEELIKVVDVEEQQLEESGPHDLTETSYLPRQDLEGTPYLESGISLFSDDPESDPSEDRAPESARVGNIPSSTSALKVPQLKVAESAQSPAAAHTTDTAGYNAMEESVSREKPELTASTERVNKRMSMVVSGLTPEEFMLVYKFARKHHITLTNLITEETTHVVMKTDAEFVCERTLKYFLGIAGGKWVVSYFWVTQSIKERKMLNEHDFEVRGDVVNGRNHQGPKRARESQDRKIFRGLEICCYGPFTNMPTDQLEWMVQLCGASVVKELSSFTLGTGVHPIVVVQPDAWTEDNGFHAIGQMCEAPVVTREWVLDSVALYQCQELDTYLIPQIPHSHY
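Rhodamine-labelled pBACH1 10-mer (100 nM) bound to BRCT domain (100 nM) at pH 7.3; compounds incubated 12 min room temperature, polarization read. Free peptide defines full inhibition; unlabelled decapeptide titrated as control.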
Hsp90 Hop PPI = changes Hsp90-Hop TPR2A binding signal, up or down; AlphaScreen TPR2A-His6 binding biotin-Hsp90 C-terminal peptide; Potency, µM (top dose mostly 57 µM), for inactives: top-dose activity change, negative = inhibition; 71,000 tested, 0.44% active; AID 595; active means well fitted curve in either direction with a large enough effect; inconclusive means small, poorly fitted or top-dose-only effect, or another doubt; further: potency means the concentration at half of the fitted maximal effect; on the % scale 0 is the no-effect control and ±100 the full control effect; many of its hits are not listed in these tables
UbGFP stabilizer = ubiquitin-GFP accumulation via proteasome inhibition. Ubiquitin-GFP reporter cells, proteasome inhibition, GFP fluorescence; response scale: untreated = 0%, 10 µM MG-132 = 100%. Potency, µM (doses to about 45.9 µM), inactives show at the highest dose activation (GFP accumulation), hits mostly activators. 67,000 tested, under 10 active; active means well fitted activation curve with a large enough effect, not every such curve was filed as active; inconclusive means small, poorly fitted or top-dose-only effect, or another doubt; inactive means no such curve, though single readings can be large or run the other way; further: potency means the concentration at half of the fitted maximal effect
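Proteasome blockade was scored as a rise in GFP-expressing U2OS cells carrying a ubiquitin(G76V)-GFP construct, imaged after 4 hr compound treatment at 37 °C across a 46 uM–2.9 nM series.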
Pol III holo inh = inhibitors of bacterial DNA polymerase III holoenzyme | reconstituted DNA polymerase III holoenzyme replication, biochemical | 71,000 tested, 0.25% active | AID 603 | Potency, µM (doses to about 57.1 µM), for inactives: top-dose activity change, negative = inhibition; further: potency means the concentration at half of the fitted maximal effect; on the % scale 0 is the no-effect control and ±100 the full control effect
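Reconstituted *E. coli* holoenzyme (0.35 nM Pol III, 1 nM beta, 154 nM SSB, 2 nM primase) was preincubated with compound for 15 min at RT. Synthesis on 1.4 nM ssM13Gori ran 35 min, then was stopped with PicoGreen/EDTA and read as dsDNA fluorescence.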
Epigenetic mod = derepresses silenced GFP locus in mouse C127i cells; mouse C127i GFP locus derepression, cytometry, 30 h; Potency, µM (doses to about 46.1 µM), for the others: at the top dose GFP derepression (activation); 68,000 tested, 0.09% active; AID 597; further: % of control where 0% means no effect
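Read-out is the number of GFP-positive cells, scored as fluorescent objects 20 to 120 um wide, reflecting derepression of a silenced CMV-GFP reporter in murine C127i cells after 30 h compound exposure at 37 C.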
4MU fluor = compound fluoresces in the 4-MU spectral region. compound autofluorescence, 340/450 nm, 4-MU equivalents; active compounds read high. max dye-equivalent concentration, M. 59,000 tested, 11% active; in the data active means max dye-equivalent concentration above about 10 nM; inconclusive means mostly about 1.1 nM to 9.6 nM
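Compounds in 100 mM Tris, pH 8.0, sat 15 min at room temperature before fluorescence was read at 340 nm excitation/450 nm emission; a per-plate six-point 4-MU standard curve converted signals to dye-equivalent concentration at each compound concentration.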
A350 autofl = compound fluoresces in the Alexa 350 spectral region | Compound autofluorescence, 340/450 nm, Alexa 350 dye-equivalents; active compounds read high | 59,000 tested, 11% active | max dye-equivalent concentration, M; in the data active means max dye-equivalent concentration above about 10 nM; inconclusive means mostly about 1.1 nM to 9.6 nM
CRE Fsk mod = alters forskolin-stimulated CRE reporter signaling in CHO cells; Potency, µM (highest dose often 38.2 µM), inactives show at the top dose activity change, negative = inhibition, usual class: activators; 71,000 tested, 2.5% active; CHO CRE-bla reporter (cAMP response element driving beta-lactamase), forskolin EC10, beta-lactamase ratio; AID 662; active means well fitted activation curve with a large enough effect in the signal ratio, with a control signal flat, not every such curve was filed as active; inconclusive means small, poorly fitted or top-dose-only effect, or effect the other way, or a change in a side signal; the % refers to the signal ratio; further: potency means the concentration at half of the fitted maximal effect; % of control where 0% means no effect
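Reporter-gene assay: CHO cells with beta-lactamase behind cAMP responsive elements, co-treated with compound and EC10 NKH 477 for 3 hours at 37 degrees Celsius. Activity came from the 460/530 nm CCF4 emission ratio.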
BRCT PPI green = blocks human BRCA1 BRCT binding to phosphopeptide, green readout. 75,000 tested, 0.05% active. BRCA1 BRCT-phosphopeptide binding, green fluorescence polarization. Potency, µM (highest dose often 76.9 µM), inactives show top-dose activity change, negative = inhibition, most hits filed as inhibitors;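 further: potency means the concentration at half of the fitted maximal effect; plate controls were peptide without protein for full effect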
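Compounds were incubated for 12 min at room temperature with a complex of 100 nM fluorescein-tagged pBACH1 decapeptide and 250 nM His-tagged BRCT protein. Buffer was phosphate pH 7.3 with EDTA, DTT and Tween 20. Disruption of binding lowers the polarization signal.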
* marks the source's active call; other numbers are inactive results; i = inactive; ? = inconclusive; · = no result given; ! = repeats disagree; [ ] = remark or other dose. Unless noted, the call rests on the fitted dose curve; in most records, active means well fitted curve in the direction sought with a large enough effect; inconclusive means small, poorly fitted or top-dose-only effect, or another doubt; inactive means no such curve, though single readings can be large; an effect the other way counts as inactive or inconclusive.

SMILES	15-hLO inh	HBB splicing	BRCT inh red	Hsp90 Hop PPI	UbGFP stabilizer	Pol III holo inh	Epigenetic mod	4MU fluor	A350 autofl	CRE Fsk mod	BRCT PPI green
COc1cc(CC(=O)N2CCc3ccccc32)cc(OC)c1OC	0%	-1.0%	1.6%	-4%	0%	-5%	0%	i	i	?	-2.4%
N=C1C(c2ccccc2)=C(O)C2CCc3ccccc3N12 (configuration not stated)	-3%	0.2%[57.5 µM]	0.4%	-7%	6%	-1%	1%	i	i	?	-3.1%
Cc1ccc(-c2c(C#N)c(N)nc3c2CCCCC3)o1	-21%	-0.6%	-0.5%	0%	-7%	-1%	2%	6.2e-08M*	7e-08M*	?	-0.4%
COCC(=O)N1CCC2(CC1)CN(c1ccc(-c3ccccc3)cc1)C2	-3%	2.8%	-0.5%	-30%	-6%	-10%	0%[9.22 µM]	i	i	-18%	0.5%
CS(=O)(=O)N(Cc1ccccc1)c1ccccc1C(=O)O	5%	-0.8%[9.22 µM]	1.1%	-1%	-13%	-2%	-4%	·	·	-2%	-2.2%
O=C(NCC1(c2ccccc2)CCOCC1)c1ccc(Br)o1	-10%	3.9%	1.5%	-5%	7%	-1%	8%	·	·	0%	-0.4%
Cn1c(-c2ccc(Br)o2)nc2ccccc21	2%	-0.2%[0.369 µM]	-0.2%	-1%	·	0%	4%	?	?	?	-1.1%
CCC(=O)N1CCN=C1SCc1ccccc1Cl	6%	0.1%	0.7%	0%	-12%	0%	-4%	·	·	-7%	-0.1%
CCCN(CCC)C(=O)CSc1nc2n[nH]c(C)c2c(=N)n1-c1ccc(OC)cc1	0%	0.3%	-0.1%	0%	5%	-7%	-1%	i	i	1.6µM*	-1.3%
Cc1ccc(N2C(N)=C(C#N)C(c3cccnc3)C3=C2CC(C)(C)CC3=O)cc1 (configuration not stated)	?	0.4%	1.0%	-6%	3%	-1%	8%	2.2e-08M*	2e-08M*	?	-3.3%
CNC(=O)CN(C)S(=O)(=O)c1ccc(OC)c(Cl)c1	-1%	1.2%	-2.5%	1%	9%	1%	-3%	i	i	-12%	-1.6%
COc1cc2[nH]c(=O)n(CCC(=O)NCc3cccnc3)c(=O)c2cc1OC	6%	1.3%	-3.6%	2%	-1%	-6%	10%	i	?	-6%	-3.6%
NS(=O)(=O)c1ccc(N=Nc2nc3[nH]cnc(=S)c3[nH]2)cc1	?	4µM*	-1.0%[15.4 µM]	-3%[11 µM]	0%[9.17 µM]	-11%[11.4 µM]	-3%[9.22 µM]	8.6e-08M*	9.5e-08M*	-9%[7.6 µM]	-2.1%[15.4 µM]
CN1C(=O)C(O)(C2COC(C)(C)CC2=O)c2ccccc21 (configuration not stated)	2%[11.4 µM]	-1.8%[0.0738 µM]	1.2%	-6%[11 µM]	5%[9.17 µM]	0%[11.4 µM]	-2%	·	·	?	-3.1%
CCCCN(CC)S(=O)(=O)N1CCC(C(=O)NCCCN2CCOCC2)CC1	-11%	0.7%[0.369 µM]	0.4%	1%	7%	-2%	3%	i	?	-5%	-2.6%
COc1ccc(CCNC(=O)Cn2c(-c3nonc3N)nc3ccccc32)cc1OC	6%	-0.6%	-0.7%	-3%	10%	-3%	0%	i	i	3%	0.6%
CN1CCN(CCCNC(=O)CCCOc2cc(=O)n(C)c3ccccc23)CC1	4%	-3.2%	-1.8%	1%	10%	2%	0%	i	i	5%	-6.0%
COc1ccc(CCNC(=O)c2ccccc2NC(=O)c2ccco2)cc1OC	-3%	-0.9%[9.22 µM]	0.3%	0%	8%	-7%	-2%	·	·	?	-2.2%
CCn1c2ccccc2c2nnc(SCC(=O)Nc3ncccn3)nc21	-3%	-1.4%	0.7%	-19%	6%	-6%	10%	i	i	10µM*	-1.1%
CC1CC1C(=O)OCc1cc(=O)n2cc(Br)ccc2n1 (configuration not stated)	7%	-3.0%[57.5 µM]	-1.3%	-1%	-5%	-2%	0%	1.1e-08M*	1.3e-08M*	?	-0.3%
c1cnc(Oc2ccc3oc4ccccc4c3c2)nc1	-6%	-3.6%	-0.8%	?	-6%	-14%	-1%	i	?	3%	8.0%
O=C(CSc1nc2c(cnn2-c2ccc(F)cc2)c(=O)[nH]1)N1CCCc2ccccc21	-20%	-1.7%	-0.9%	-4%	-1%	-7%	-1%	i	i	?	0.6%
COc1ccc(CCN2CCCn3c2nc2c3c(=O)n(Cc3ccccc3F)c(=O)n2C)cc1OC	-13%	1.3%[57.5 µM]	-0.3%	-10%	-4%	0%	0%	i	i	?	-3.7%
C=CCC(NCc1ccco1)c1ccc(OC)cc1OC (configuration not stated)	14%	0.8%[57.5 µM]	0.5%	2%	-7%	2%	5%	i	i	6%	0.6%
CCOC(=O)c1csc(NC(=O)c2ccc(OC)c(OC)c2)n1	-2%	-1.2%	-1.1%	1%	0%	2%	-1%	i	i	29%	-1.1%
O=C(CCS(=O)(=O)c1cccc2nonc12)Nc1cccc2c1CCCC2	-6%	-0.7%	-0.2%	-1%	-3%	-1%	0%	i	i	?	-1.7%
O=C(O)c1ccccc1-c1ccccc1C(=O)NCc1ccco1	0%	0.4%	-2.1%	2%	7%	-4%	2%	?	?	-6%	0.0%
Cn1c(C(=O)N2CCCC(C(=O)NCc3cccs3)C2)cc2sccc21 (configuration not stated)	-6%	0.0%	1.4%	-2%	5%	0%	-2%	i	i	-4%	-0.2%
COc1ccc(CCNS(=O)(=O)c2cccc3nsnc23)cc1OC	10%	2.3%[57.5 µM]	-0.7%	-4%	4%	2%	0%	?	?	?	-0.5%
CCOC(=O)CCc1c(C)nc2ncnn2c1C	19%	-0.6%	0.1%	-3%	3%	-2%	-2%	i	i	?	0.1%

Record cards (already shown). Order of values: 15-hLO inh, HBB splicing, BRCT inh red, Hsp90 Hop PPI, UbGFP stabilizer, Pol III holo inh, Epigenetic mod, 4MU fluor, A350 autofl, CRE Fsk mod, BRCT PPI green
O=C(CSc1nc2c(cnn2-c2ccc(F)cc2)c(=O)[nH]1)N1CCCc2ccccc21 in the list: -20%, -1.7%, -0.9%, -4%, -1%, -7%, -1%, i, i, ?, 0.6%
CCOC(=O)CCc1c(C)nc2ncnn2c1C in the list: 19%, -0.6%, 0.1%, -3%, 3%, -2%, -2%, i, i, ?, 0.1%

Further results follow.
SMILES	15-hLO inh	HBB splicing	BRCT inh red	Hsp90 Hop PPI	UbGFP stabilizer	Pol III holo inh	Epigenetic mod	4MU fluor	A350 autofl	CRE Fsk mod	BRCT PPI green
CC(NC(=O)COc1ccccc1)C(=O)NC1=NCCS1 (configuration not stated)	4%[11.4 µM]	-1.4%[0.0738 µM]	-0.5%	-8%[11 µM]	?	-5%[11.4 µM]	-2%	·	·	?	-0.2%
N=C1C=CC=C2C1=NC1(CCCCC1)N2O	-13%	-1.5%	1.4%	?	-17%	-7%	0%	·	·	7%	-1.6%
CCOc1cc(C2C3=C(CCCC3=O)NC3=C2C(=O)CCC3)cc(Cl)c1O	-21%	·	-0.9%	-1%	-1%	-5%	-1%	?	?	15%	-0.2%
COc1cc(OC)nc(NC(=O)CSc2nnc(-c3ccccc3)n2C2CCCCC2)n1	7%	10%	1.3%	-5%	-4%	4%	-2%	i	i	2%	0.2%
COC(=O)Cc1cnc(NC(=O)C2C3CCC(C3)C2C(=O)O)s1 (configuration not stated)	-5%	0.1%	-0.3%	-4%	5%	-8%	-3%	i	i	-1%	0.2%
O=C1CCCc2[nH]nc(-c3cccnc3)c21	4%	-3.9%	-2.1%	5%	-1%	-8%	2%	i	i	4%	-2.8%
COC(=O)[C@H](Cc1ccccc1)NC(=O)NCC1CCCO1 (some centres not stated)	9%	1.7%[0.369 µM]	0.8%	-3%	1%	-6%	0%	?	?	6%	-5.0%
COc1c2occc2cc2ccc(=O)oc12	20%[25.6 µM]	11%	-2.8%	-7%	-1%	7%	0%	i	?	16µM*!	-4.7%
COC(=O)[C@@]1(Cc2ccc(OC)cc2)[C@H]2c3cc(C(=O)N4CCCC4)n(CCn4cc([N+](=O)[O-])nc4C)c3C[C@H]2CN1C(=O)c1ccccc1	·	0.5%	-0.5%	-5%	·	-8%	·	·	·	?	-1.8%
Cc1ccc(NC(=O)COC(=O)c2ccnn2C)cc1	9%	·	1.2%	3%	-5%	-6%	-2%	i	i	3%	-0.8%
COC(=O)N1CCC2(CCCN(Cc3nccs3)C2)CC1	-16%	2.4%	-1.7%	-1%	0%	-2%	2%[9.22 µM]	i	i	2%	-5.1%
